Compound activity as filed in PubChem BioAssay.
TGFb SMAD3 inh: inhibitors of TGF-b signaling. HepG2 CAGA-GFP TGF-b/SMAD3 reporter, GFP fluorescence, 18 h; TGF-beta stimulated, 500 pg/mL final. Potency, µM (highest dose often 46.1 µM), without a hit: top-dose activity, negative = inhibition, most hits filed as inhibitors. 410,000 tested, 1.2% active. AID 588855; note: % is set by controls: 0 for no effect and ±100 for the full control effect; nearly all actives have a fitted effect of over 65% in size
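Read-out: total well GFP (ex488/em500-530) summed from mean per-cell fluorescence. Cells: HEPG2 CAGA-GFP, 1% FBS DMEM, 18 h at 37 degrees C with 500 pg/mL final TGF-beta. Unstimulated wells served as the full-inhibition control; stimulated DMSO wells = 0%.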
A549 tox: counter-screen for Nrf2 inhibitors: cytotoxicity in A549 cells | A549 ARE-Fluc cells, CellTiter-Fluor viability, 18-24 h | 390,000 tested, 0.16% active | Potency, µM (highest dose often 46 µM), for the others: at the top dose activity change, negative = cytotoxicity, hits mostly inhibitors; note: % is set by controls: 0 for no effect and ±100 for the full control effect
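A549 ARE-Fluc cells in 5% FBS OPTI-MEM, 5000 cells/well, rested 2 h then exposed to compounds in concentration-response for 18-24 h at 37 °C. Viability by CellTiter-Fluor fluorescence (Ex 405/Em 525) after 30 min; luciferase luminescence (BugLite, 15 min, RT) read afterwards.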
MCF10A rereplic: inducers of DNA re-replication in MCF 10A breast cells; Potency, µM (series often up to 46.1 µM), for inactives: at the highest dose activity, positive = re-replication, actives largely listed as activators; MCF 10A DNA re-replication, Hoechst nuclear intensity, 48 h; 350,000 tested, 2.9% active; note: % of control where 0% means no effect; nearly all actives have a fitted effect of over 50% in size
Nrf2 block: inhibitors of Nrf2 signaling; 360,000 tested, 2.1% active; Potency, µM (doses to about 46 µM), for the others: at the highest dose activity change, negative = inhibition, usual class: inhibitors; A549 ARE-Fluc reporter, luciferase luminescence, 18-24 h; AID 504444; note: % is set by controls: 0 for no effect and ±100 for the full control effect; nearly all actives have a fitted effect of over 60% in size
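Nrf2 activity is the BugLite luminescence, read 15 min after reagent at room temperature, following CellTiter-Fluor cytotoxicity readout (30 min, 37C). Compound titrations were applied for 18-24 h to 5000 A549 ARE_Fluc cells/well in 5% FBS OPTI-MEM.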
HepG2 tox: kills HepG2 cells in TGF-b inhibitor counter-screen; Potency, µM (highest dose often 46.1 µM), without a hit: at the top dose activity change, negative = cytotoxicity, most hits filed as cytotoxic; 410,000 tested, 0.76% active; HepG2 CAGA-GFP viability, ATP luminescence, 18 h; note: some results filed as inactive show a strong effect at the top dose
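CellTiter-Glo luminescence gave cytotoxicity after 18 hours at 37 degrees C. The cells were HepG2 CAGA-GFP in 1% FBS DMEM, stimulated with 500 pg/mL TGF-beta after compound addition. %Activity was normalised to no-cell wells (complete cell-killing) and DMSO (no toxicity), and curves were fitted and classified.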
ATXN2 expr inh: reduces ATXN2 reporter expression in HEK-293 cells; HEK-293 ATXN2-luciferase reporter, luminescence, 24 h; Potency, µM (top dose mostly 57 µM), inactives show top-dose activity change, negative = inhibition, most hits filed as inhibitors; 360,000 tested, 0.72% active; note: % is set by controls: 0 for no effect and ±100 for the full control effect; nearly all actives have a fitted effect of over 55% in size
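ATXN2-luciferase reporter cells (luciferase flanked by upstream and downstream ATXN2 gene portions) were treated 24 h at 37 °C with compounds at up to 57 uM. SteadyGlo luminescence gave expression; GF-AFC fluorescence gave viability.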
ATXN viability: viability counter-screen for ATXN expression inhibitors. S2 cells (HEK-293 line with an ATXN2-luciferase reporter) viability, CellTiter-Fluor protease fluorescence, 24 h. Potency, µM (highest dose often 56.7 µM), most hits filed as cytotoxic. 400,000 tested, 0.49% active. AID 651635; note: nearly all actives have a fitted effect of over 40% in size
Nrf2 activator: activators of Nrf2 (ARE) signaling; AREc32 ARE-luciferase reporter (MCF7-derived line), luminescence, 24 h; Potency, µM (highest dose often 46.1 µM), for inactives: top-dose activation, actives largely listed as activators; 410,000 tested, 0.31% active; note: % of control where 0% means no effect; nearly all actives have a fitted effect of over 65% in size
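Cells of the AREc32 ARE-luciferase line are plated in OPTI-MEM containing 5% FBS and left overnight at 37 deg C. Compounds are pinned in, incubation continues 24 hr, and firefly luciferase signal is then measured.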
EPAC2 antagonist: EPAC2 (human) antagonism; 360,000 tested, 0.18% active; EPAC2 GEF exchange of Rap1B-BODIPY-GDP, fluorescence; Potency, µM (doses to about 114 µM), for inactives: at the highest dose activity, negative = inhibition, actives largely listed as inhibitors; note: % is set by controls: 0 for no effect and ±100 for the full control effect; nearly all actives have a fitted effect of over 45% in size; many of its hits are not listed in these tables
Target sequence (Q8WZA2 whole entry, looked up): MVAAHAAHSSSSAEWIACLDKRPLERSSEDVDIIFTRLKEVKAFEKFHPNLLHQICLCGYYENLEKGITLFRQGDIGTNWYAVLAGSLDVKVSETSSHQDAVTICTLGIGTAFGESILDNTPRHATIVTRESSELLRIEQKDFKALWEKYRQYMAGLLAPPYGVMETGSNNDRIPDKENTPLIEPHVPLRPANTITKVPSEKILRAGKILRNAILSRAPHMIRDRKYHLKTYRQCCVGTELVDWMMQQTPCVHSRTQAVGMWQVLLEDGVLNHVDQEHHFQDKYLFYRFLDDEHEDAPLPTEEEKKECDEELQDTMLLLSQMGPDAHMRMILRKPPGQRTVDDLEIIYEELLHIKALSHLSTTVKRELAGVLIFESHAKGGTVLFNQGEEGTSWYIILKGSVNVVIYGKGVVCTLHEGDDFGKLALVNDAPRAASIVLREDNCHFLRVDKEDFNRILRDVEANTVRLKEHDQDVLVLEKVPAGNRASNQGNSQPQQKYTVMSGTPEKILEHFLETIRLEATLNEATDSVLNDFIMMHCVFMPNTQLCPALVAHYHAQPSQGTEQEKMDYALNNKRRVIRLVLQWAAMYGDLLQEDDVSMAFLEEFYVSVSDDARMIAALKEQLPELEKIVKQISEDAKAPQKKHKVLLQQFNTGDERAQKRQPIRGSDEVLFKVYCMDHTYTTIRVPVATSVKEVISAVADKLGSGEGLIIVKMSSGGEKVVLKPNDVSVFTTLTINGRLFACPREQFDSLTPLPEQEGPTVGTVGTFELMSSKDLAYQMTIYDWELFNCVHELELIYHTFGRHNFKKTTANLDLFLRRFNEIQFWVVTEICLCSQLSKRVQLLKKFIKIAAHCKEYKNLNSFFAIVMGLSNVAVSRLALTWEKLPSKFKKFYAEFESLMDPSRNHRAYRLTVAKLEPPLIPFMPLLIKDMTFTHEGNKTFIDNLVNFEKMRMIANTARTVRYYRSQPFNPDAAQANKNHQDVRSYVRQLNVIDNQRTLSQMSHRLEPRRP
Active calls of the source: *; i = inactive; ? = inconclusive; . = no result given; & = joins results of further samples; [ ] = remark or other dose. Calls come from the whole dose curve; as a rule, active = well fitted curve in the direction sought with a large enough effect; inconclusive = small, poorly fitted or top-dose-only effect, or another doubt; inactive = no such curve, though single readings can be large; an effect the other way counts as inactive or inconclusive. Potency is the fitted concentration of half-maximal effect. Not all compounds are listed; count on the stated rates, not on these rows.

SMILES | TGFb SMAD3 inh | A549 tox | MCF10A rereplic | Nrf2 block | HepG2 tox | ATXN2 expr inh | ATXN viability | Nrf2 activator | EPAC2 antagonist
CCN1CCCC1CNC(=O)C(NC(=O)C1CCC(C)CC1)C(C)C (configuration not stated) | ? | 11% | 2% | 3% | -25% | -3% | i | 0.0% | 3%
Cc1ccc(C(C)(C)NC(=O)C2CCC(=O)N(CCCN3CCOCC3)C2)cc1 (configuration not stated) | -1% | 0% | -3% | 14% | 5% | 7% | i | -1.0% | -1%
CC(SCC(=O)NC(C)C1CC2CCC1C2)C(=O)O (configuration not stated) | -6% | 3% | -6% | -1% | -19% | -17% | i | -0.9% | 7%
CCCNC(=O)c1cc2nc(-c3ccccc3)cc(C(F)(F)F)n2n1 | -22% | 14% | 13% | ? | -5% | -4% | i | 0.3% | 11%
Cn1ncc2c(Nc3cccc(F)c3)ncnc21 | -8% | 20% | . | . | -19% | . | . | 4.2% | .
O=C(/C=N/O)Nc1ccc2sc3ccccc3c2c1 | -29% | 4% | 11% | ? | -66% | -2% | i | 13% | 1%
Cc1cccc(C)c1N=Nc1c(C)cc(O)cc1C | ? | -12% | ? | -8% | 3% | -49% | ? | -0.1% | ?
Cc1ccc2c(=O)n3c(nc2c1)C(C)NC(=O)c1cccnc1-3 (configuration not stated) | -8% | . | . | . | 3% | 4% | i | 0.7% | 1%
CCOC(=O)N1CCN(CCC(=O)Nc2cccc(Br)c2)CC1 | -1%&-6% | -2%&-2% | 12%&-7% | ? | -18%&-14% | -5%&-6% | i | -0.3%&-0.6% | 0%&-1%
COc1ccc(CCCc2nnc(SCC(=O)Nc3ccc(C)cc3)o2)cc1C | -21% | 14% | . | . | -51% | 5% | i | 0.7% | .
CCc1cccc(-n2nnc(S(=O)(=O)c3ccc(OC)cc3)c2C)c1 | ? | -13% | . | ? | -60% | -24% | i | -0.5% | .
CCOc1ccc(/C=N/NC(=O)Nc2ccccc2)cc1 | 4% | 3% | -5% | ? | -2% | 49%[activator] | i | 2.9% | -3%
CC1CC(C)(C)NC(=S)N1CCCC(=O)Nc1ccc(Br)cc1 (configuration not stated) | -8% | 7% | 3% | -8% | -24% | -4% | i | 3.5% | -19%
O=c1c2c3c(sc2n(CCN2CCOCC2)c(=O)n1Cc1ccco1)CCCCC3 | 0% | 9% | 15% | ? | -21% | -10% | i | 1.6% | -15%
COc1cc(NC(=O)CN2CCN(c3ccccc3F)CC2)cc(OC)c1 | -2% | -8% | -5% | -14% | -3% | 2% | i | 0.0% | -8%
CCOc1ccc2c(c1)c(=O)c(C(=O)c1ccc(CC)cc1)cn2CC(=O)Nc1cccc(Cl)c1 | 3% | 5% | . | 11% | -1% | 2% | i | -0.5% | .
O=C(NCc1ccccc1)C1CCCN(c2ncnc3c2nc2n3CCCCC2)C1 (configuration not stated) | -11% | 2% | 34% | ? | -10% | -15% | i | 2.4% | -5%
Cc1ccc(OC(=O)c2cccc(S(=O)(=O)N3CCN(C)CC3)c2)c(Br)c1 | -3% | 6% | -1% | 4% | -18% | 7% | i | 0.9% | -3%
COc1ccc(C(=O)NCC(=O)OCC(=O)N2CCN(S(=O)(=O)c3ccccc3)CC2)cc1 | 3% | 10% | -1% | 5% | -14% | 1% | i | 0.2% | -8%
Cc1nc2c3cc(Cl)ccc3n(CCN3CCCCC3)c2s1 | -24% | 0%[1.84 µM] | 18µM* | ? | -8% | -36% | i | 3.2% | -7%
COc1ccc(CN(C(=O)c2ccccc2Br)C2CCS(=O)(=O)C2)cc1 (configuration not stated) | -5% | -5% | 4% | -7% | -7% | -13% | i | 2.8% | -15%
Cc1cccc(NC(=S)NCc2ccco2)c1C | -12% | 1% | 0% | -3% | -20% | 4% | i | 0.2% | 17%
O=[N+]([O-])c1cc(S(=O)(=O)Nc2cccc(Cl)c2)ccc1N=Nc1c(O)[nH]c2ccccc12 | -17% | ? | ? | 21µM* | 3% | ? | 28µM* | 0.0% | 11%
CCOC(=O)c1ccc(NC(=O)COC)cc1 | 2% | -1% | 9% | 7% | -4% | 30%[activator] | i | 0.2% | 9%
O=C(CN1CCN(Cc2ccccc2)CC1)Nc1ccccc1-c1ccccc1 | ? | 2% | ? | 21% | -17% | -22% | i | 4.1% | -20%
CC(=O)Nc1ccc(S(=O)(=O)NCCC(=O)OCC(=O)c2cc(C)ccc2C)cc1 | -27% | -3% | 0% | -4% | -8% | -3% | i | -0.9% | -12%
COc1cccc(/C=N/NC(=O)c2cc3cc([N+](=O)[O-])ccc3s2)c1O | 0% | ? | ? | 15µM* | 10µM* | ? | . | -0.4% | ?
CCNC(=S)N1CCc2cc(OC)c(OC)cc2C1COc1ccc(F)cc1 (configuration not stated) | 7% | -2% | -3% | -8% | 2% | -20% | i | 0.3% | -18%
COc1cc(S(=O)(=O)NCCOC23CC4CC(CC(C4)C2)C3)c(OC)cc1Cl | ? | -1% | ? | 21µM* | 1% | -19% | i | -0.4% | -6%
O=C(Oc1ccc(Cl)cc1)c1ccc2nccnc2c1 | 5% | -1% | 7% | -4% | -10% | 2% | i | -0.5% | -8%
CCCCn1c(N)c(N(CCOC)C(=O)c2oc3c(Cl)cccc3c2C)c(=O)[nH]c1=O | -12% | . | . | . | -5% | . | i | -0.8% | -1%
CSc1nc2cc(Cl)ccc2s1 | -15% | -9% | 2% | 17% | -2% | 2% | ? | 0.1% | 6%
O=C(Nc1ccc2c(c1)OCO2)c1ccc2nc[nH]c2c1 | 2% | -5% | 3% | ? | 5% | 51%[activator] | i | 2.2% | 9%
CCCCn1c(N)c(N(CC(C)C)C(=O)C2=COCCO2)c(=O)[nH]c1=O | -4% | 0% | -8% | 1% | -16% | . | i | -0.4% | 7%
COc1ccc(CNCCCSc2nnnn2C)c(OC)c1 | -4% | -7% | . | 8% | 6% | -9% | i | -1.4% | .
CC(=O)C1=C(O)C(=O)N(c2ccc(Br)cn2)C1c1ccc(F)cc1 (configuration not stated) | -19% | -1% | 9% | 7% | -20% | -14% | i | 3.1% | -26%
CC(=O)NC(C)(CC(=O)c1ccccc1)c1ccccc1 (configuration not stated) | 25% | 10% | -3% | 17% | 36% | . | i | -0.2% | 7%
Cc1ccc(S(=O)(=O)N2CCCCC2)cc1NC(=O)COC(=O)CN1C(=O)NC2(CC(C)CC(C)(C)C2)C1=O (configuration not stated) | 6% | 8% | -3% | 8% | 11% | . | ? | -0.2% | 1%
CC(/C=N/n1c(-c2ccc(Cl)cc2)n[nH]c1=S)=C\c1ccco1 | -20% | -7% | 19% | 13% | -7% | -9% | i | 2.8µM* | 2%
COc1cc(C)c(Cl)c(C)c1S(=O)(=O)NC1CC(C)(C)NC(C)(C)C1 | 0% | -1% | ? | -5% | -27% | -20% | i | -0.5% | -11%
O=C(O)c1ccc(Cl)c(S(=O)(=O)NCC2CCCO2)c1 (configuration not stated) | -3% | . | 0% | 11% | -3% | 0% | i | 0.2% | -3%
CC(=O)N1CCCC(C)(C(=O)Nc2cccc(OC(C)C)c2)C1 (configuration not stated) | 16% | . | . | . | 1% | 14% | i | -1.3% | 4%
COc1ccc(S(=O)(=O)N(CC(=O)NCC2CCCO2)c2ccc(Cl)cc2)cc1 (configuration not stated) | -14% | 5% | -1% | -11% | 7% | -14% | i | -0.1% | 16%
COc1ccc(C(=O)Nc2ccc3[nH]ncc3c2)cc1 | 14% | -2% | 3% | ? | -1% | . | i | -0.5% | -6%
COCCNC(=O)c1[nH]c(C(F)(F)F)nc1-c1ccccc1 | -4% | . | . | . | -2% | -5% | i | 0.3% | 26%
Cc1cccc(NS(=O)(=O)c2ccc(C)c(C(=O)NC3CCN(Cc4ccccc4)CC3)c2)c1 | 10µM* | 7% | ? | 8.2µM* | -16% | . | . | 6.6% | 6%
C=CCNC(=S)Nc1nc2c(cc1C(=O)OCC)CCCC2 | -1% | 3% | 1% | ? | -7% | 8% | i | 7.0% | -2%
O=C(NCCN1CCN(c2ccccc2)CC1)Nc1ccccc1Cl | 10% | -10% | 16% | 26% | -16% | . | i | 0.7% | 1%
CC(=O)N1CCN(c2ccc(NC(=S)NC(=O)c3ccccc3)cc2)CC1 | -11% | 1% | ? | -1% | -3% | -5% | i | -0.2% | -13%
Cc1ccc(-n2nc(C)c3c(C(F)(F)F)cc(-c4cccnc4)nc32)cc1Cl | -42% | 4% | . | 15% | 0% | . | . | -0.9% | .
O=C(c1ccccc1F)N1CCC(N2CCCCCC2)CC1 | 3% | ? | -184%[0.0737 µM] | 2% | 1% | 5% | i | 0.2% | 15%

Quoted at random: 7 records from the list.
SMILES | TGFb SMAD3 inh | A549 tox | MCF10A rereplic | Nrf2 block | HepG2 tox | ATXN2 expr inh | ATXN viability | Nrf2 activator | EPAC2 antagonist
COCCNC(=O)c1[nH]c(C(F)(F)F)nc1-c1ccccc1 | -4% | . | . | . | -2% | -5% | i | 0.3% | 26%
CC(=O)N1CCCC(C)(C(=O)Nc2cccc(OC(C)C)c2)C1 (configuration not stated) | 16% | . | . | . | 1% | 14% | i | -1.3% | 4%
CC(=O)N1CCN(c2ccc(NC(=S)NC(=O)c3ccccc3)cc2)CC1 | -11% | 1% | ? | -1% | -3% | -5% | i | -0.2% | -13%
C=CCNC(=S)Nc1nc2c(cc1C(=O)OCC)CCCC2 | -1% | 3% | 1% | ? | -7% | 8% | i | 7.0% | -2%
Cc1cccc(NS(=O)(=O)c2ccc(C)c(C(=O)NC3CCN(Cc4ccccc4)CC3)c2)c1 | 10µM* | 7% | ? | 8.2µM* | -16% | . | . | 6.6% | 6%
Cc1ccc(-n2nc(C)c3c(C(F)(F)F)cc(-c4cccnc4)nc32)cc1Cl | -42% | 4% | . | 15% | 0% | . | . | -0.9% | .
O=C(NCCN1CCN(c2ccccc2)CC1)Nc1ccccc1Cl | 10% | -10% | 16% | 26% | -16% | . | i | 0.7% | 1%
